# Source: PubChem
# M1 ag: human M1 muscarinic receptor agonists, primary screen, Fluo-8 calcium fluorescence, CHO-K1 cells, HTS | CHO-K1 hM1, agonist mode; 0% DMSO, 100% acetylcholine EC100 | 0.33% of 360,000 active | AID 588814, 2011 | activation, % at 3 µM;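 active = activation above the run's mean compound activation plus 3 SD, cut at about 16% in these data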;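 also: peak over basal fluorescence ratio within a 140 s kinetic read after compound addition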
# CHRM5 PAM: human M5 muscarinic receptor positive allosteric modulators, primary screen, CHO-K1 cells, Fluo-8 calcium fluorescence. Muscarinic acetylcholine receptor M5 (Homo sapiens), P08912. CHO-K1 hM5, ACh EC20 PAM; 0% = ACh EC20, 100% = ACh EC100. activation, % at 3 µM. 0.3% of 360,000 active;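 active = activation above the run cutoff, the mean activation of all test compounds plus 3 SD, cut at about 18% in these data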
# Target sequence (P08912 whole entry, looked up): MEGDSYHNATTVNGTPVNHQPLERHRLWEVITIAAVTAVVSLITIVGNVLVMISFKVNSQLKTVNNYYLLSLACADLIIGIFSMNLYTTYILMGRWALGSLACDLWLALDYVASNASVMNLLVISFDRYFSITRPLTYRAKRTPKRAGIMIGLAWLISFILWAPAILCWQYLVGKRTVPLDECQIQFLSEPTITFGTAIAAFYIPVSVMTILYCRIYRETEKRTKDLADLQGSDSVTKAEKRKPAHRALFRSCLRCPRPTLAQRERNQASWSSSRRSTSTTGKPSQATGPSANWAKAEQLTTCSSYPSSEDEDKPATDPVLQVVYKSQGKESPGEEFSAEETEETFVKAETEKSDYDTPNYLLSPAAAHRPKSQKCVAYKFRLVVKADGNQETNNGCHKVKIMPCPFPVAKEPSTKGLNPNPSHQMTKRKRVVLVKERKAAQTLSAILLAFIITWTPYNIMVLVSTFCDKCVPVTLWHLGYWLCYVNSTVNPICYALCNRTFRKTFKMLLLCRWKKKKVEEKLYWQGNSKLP
#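 System: CHO-K1 hM5 cells. Reagent: acetylcholine, EC20 level. Compound dosing: single dose, 3 µM nominal final test concentration. Timing: Post-acetylcholine fluorescence recording 140 s. Detection: Fluo-8 calcium fluorescence. Read-out: % activation, ACh-normalized. Benchmarks: ACh EC20 and EC100 wells. Repeats: singlicate, one well per test compound.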
# CHRM5 agonist: human M5 muscarinic receptor agonists, primary screen, CHO-K1 cells, Fluo-8 calcium fluorescence; 0.19% of 360,000 active; CHO-K1 hM5 cells; 0% DMSO wells, 100% maximal acetylcholine response; Muscarinic acetylcholine receptor M5 (Homo sapiens), P08912; activation, % at 3 µM; AID 624037, 2012;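 active = activation above the run's mean over test compounds plus 3 SD, cut at about 23% in these data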;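 also: signal is peak over basal fluorescence ratio across the kinetic read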
# TAAR1 ag: human TAAR1 agonists, primary screen, Fluo-8 calcium fluorescence, CHO RD-HGA16 cells; Trace amine-associated receptor 1 (Homo sapiens), Q96RJ0; vehicle wells 0%, saturating PEA agonist 100%; activation, % at 3 µM; 0.99% of 360,000 active; AID 624467, 2012;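 active = activation above the mean activation of all test compounds in the run plus 3 SD, cut at about 38% in these data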
#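 Benchmarks: low control DMSO, high control PEA (EC100); System: CHO RD-HGA16 cells carrying human TAAR1 plus Gα16; Detection: Fluo-8 fluorescence, 5 s baseline then 140 s kinetic read; Schedule: 17-24 h plating, Fluo-8 75 min 37 °C, 30 min RT; Read-out basis: % activation from peak over basal fluorescence ratio, DMSO-to-PEA scaled.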
# M5 antag: human M5 muscarinic receptor antagonists, primary screen, CHO cells, Fluo-8 calcium fluorescence; 0.59% of 360,000 active; inhibition, % at 3 µM; AID 624040, 2012; CHO-hM5 cells, ACh EC80; Muscarinic acetylcholine receptor M5 (Homo sapiens), P08912;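 active = inhibition above a per-plate cutoff, the mean of that plate's test compounds plus 3 SD, cut at about 27% in these data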;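 also: 0% = acetylcholine EC80 with DMSO and 100% = DMSO without agonist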
# CHRM4 agonist: human M4 muscarinic receptor agonists, primary screen, CHO-K1 cells, Fluo-8 calcium fluorescence; CHO-K1 hM4/Gqi5; vehicle 0%, full acetylcholine response 100%; activation, % at 3 µM; 0.14% of 360,000 active; AID 624127, 2012; Muscarinic acetylcholine receptor M4 (Homo sapiens), P08173;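 active = activation above the run mean over all test wells plus 3 SD, cut at about 32% in these data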;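 also: peak over basal fluorescence ratio per well then scaled between controls; 0% = DMSO wells and 100% = acetylcholine at EC100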
# Target sequence (P08173 whole entry, looked up): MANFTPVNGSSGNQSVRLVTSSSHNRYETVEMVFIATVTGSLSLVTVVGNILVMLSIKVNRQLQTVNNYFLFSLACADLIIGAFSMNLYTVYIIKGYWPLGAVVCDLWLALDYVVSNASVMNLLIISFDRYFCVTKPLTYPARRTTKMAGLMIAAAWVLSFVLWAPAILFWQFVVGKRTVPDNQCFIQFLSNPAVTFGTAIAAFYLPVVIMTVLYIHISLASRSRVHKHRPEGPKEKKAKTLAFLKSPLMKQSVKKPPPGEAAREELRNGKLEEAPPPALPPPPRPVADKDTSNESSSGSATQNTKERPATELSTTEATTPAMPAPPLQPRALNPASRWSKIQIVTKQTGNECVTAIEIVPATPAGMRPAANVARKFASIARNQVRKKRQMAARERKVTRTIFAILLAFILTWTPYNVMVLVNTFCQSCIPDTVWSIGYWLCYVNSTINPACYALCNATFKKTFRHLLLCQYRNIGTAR
# CHRM1 PAM: human M1 muscarinic receptor positive allosteric modulators, primary screen, CHO-K1 cells, Fluo-8 calcium fluorescence, 1536-well; Muscarinic acetylcholine receptor M1 (Homo sapiens), P11229; activation, % at 3 µM; CHO-K1 hM1, ACh EC20; 0% = ACh EC20, 100% = maximal ACh; 0.088% of 360,000 active; in the data active = activation above about 19%, passing the limit was not always enough
# CHRM1 antagonist: human M1 muscarinic receptor antagonists, primary screen, CHO-K1 cells, Fluo-8 calcium fluorescence, 1536-well | Muscarinic acetylcholine receptor M1 (Homo sapiens), P11229 | CHO-K1 hM1, ACh EC80 antagonist | inhibition, % at 3 µM | 1.3% of 360,000 active | AID 588852, 2011;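 active = percent inhibition above its own plate's cutoff, namely the mean of that plate's compound wells plus 3 SD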;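 also: peak over basal fluorescence ratio during 140 s after agonist addition; 0% = ACh EC80 plus DMSO and 100% = DMSO alone without agonist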
# CHRM4 antagonist: human M4 muscarinic receptor antagonists, primary screen, CHO cells, Fluo-8 calcium fluorescence; AID 624125, 2012; CHO-hM4 cells, ACh EC80; 0.73% of 360,000 active; Muscarinic acetylcholine receptor M4 (Homo sapiens), P08173; inhibition, % at 3 µM;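 active = inhibition above its plate's cutoff, the mean inhibition of sample wells plus 3 SD, cut at about 27% in these data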;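 also: 0% = acetylcholine EC80 with DMSO and 100% = DMSO without agonist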
# * marks the source's active call; other numbers are inactive results; . = not tested or not shown.
SMILES,M1 ag,CHRM5 PAM,CHRM5 agonist,TAAR1 ag,M5 antag,CHRM4 agonist,CHRM1 PAM,CHRM1 antagonist,CHRM4 antagonist
C=CCc1cccc2cc(C(=O)NCc3ccc(C(=O)OCC)o3)c(=O)oc12,-5.4,-0.7,-1.1,2.7,0.2,1.0,-2.6,-0.6,-14.5
CCCn1c(SCCc2ccccc2)nc2c1c(=O)[nH]c(=O)n2C,2.3,-1.6,1.3,5.6,-1.0,5.7,4.8,-34.6,-3.7
c1ccc2c(c1)-c1nc3ccccc3cc1C2N1CCOCC1 (stereo unspecified),-0.5,-5.0,4.9,4.7,8.7,8.6,-1.0,-18.7,6.6
CCCN(CC(=O)Nc1ccc(F)c(F)c1F)C(=O)CN1C(=O)NC2(CCCCC2)C1=O,-4.0,3.5,-0.4,-0.3,-7.2,0.4,11.6,-8.3,-18.1
Cn1c(SCc2nnc(-c3ccccc3Br)o2)nc2sc3c(c2c1=O)CCC3,-6.5,-7.6,0.6,3.8,-2.1,2.0,-6.9,5.2,-2.6
O=C(NC(=S)Nc1ccc2[nH]c(=O)[nH]c2c1)c1cncc(Br)c1,-0.3,-4.7,-0.5,6.0,-4.5,-0.1,-12.7,9.1,8.1
COc1ccccc1C1/C(=C(/O)c2ccc(OC(C)C)cc2)C(=O)C(=O)N1c1cc(C)on1 (stereo unspecified),0.2,7.6,1.8,13.7,-4.8,-1.4,15.4,-3.6,-3.6
Cc1ccc(C(=O)N/C(=C/c2ccc(-c3cc(C(F)(F)F)ccc3Cl)o2)C(=O)NCc2cccnc2)cc1,-3.2,-2.1,-0.8,-0.6,6.2,-0.9,9.3,-14.1,7.4
COc1cc(NC(=O)CC(C)S(=O)(=O)c2ccc3c(c2)NC(=O)CO3)cc(OC)c1OC (stereo unspecified),-2.4,14.0,0.6,16.4,-6.9,-0.1,9.5,-10.3,0.4
OCCNc1cnc2ccccc2n1,-4.4,1.8,-1.1,-0.2,5.1,1.5,-2.4,-4.2,-2.3
CC(C)C(=O)O/N=C(\N)c1ccc(Oc2ccc(Cl)cc2)c([N+](=O)[O-])c1,-3.4,-0.2,0.4,1.6,15.1,1.9,-5.8,8.7,-2.8
O=C(CSc1nc(-c2cccs2)cc(C(F)(F)F)n1)NCc1ccccc1,-6.5,-5.9,-2.6,1.3,3.4,-1.8,1.4,-0.9,7.7
O=C(NNC(=S)Nc1ccccc1)c1ccc(O)cc1,-2.7,-14.9,-2.3,0.5,15.8,0.6,6.3,-9.7,-0.4
CCc1ccc(S(=O)(=O)Nc2ccc(Br)cn2)cc1,-5.5,10.8,-11.9,-0.7,-19.6,-1.9,1.4,-8.8,-21.6
Cc1cc(Br)ccc1NC(=O)CN(C)C(=O)C1=COCCO1,-4.6,-2.7,2.3,17.2,14.0,0.9,6.6,-9.7,5.3
O=C1NC[C@H](CCCCN2C[C@H](Cc3ccccc3)N(CCc3ccc(O)cc3)C(=O)C2=O)N(CCc2ccc(O)cc2)C1=O,.,0.5,0.7,0.3,-7.6,0.8,.,.,-7.6
CC1CCCN(Cc2nc3c(c(=O)n(C)c(=O)n3C)n2CCc2ccccc2)C1 (stereo unspecified),-2.1,2.5,0.5,13.4,-0.1,-0.2,12.6,-13.8,-0.2
CCOc1cc(C2CC(=O)NC3=C2C(=O)C(C(=O)OC)C(C)C3)cc(Br)c1O (stereo unspecified),-0.6,7.8,1.0,8.6,9.0,0.3,-4.0,-12.5,0.4
CCOC(=O)CCc1c(C)n[nH]c1C,-6.4,-5.9,-1.7,3.8,11.9,-0.2,-3.6,2.8,12.7
O=C1NC(=O)C(CC(=O)N(c2ccccc2)C2(C(=O)NC3CCCC3)CCCCC2)N1 (stereo unspecified),-1.3,-1.0,-0.7,.,-4.0,0.0,-5.4,12.5,-7.7
Cc1cccc(C(=O)OCC(=O)NC(C)C2CC3CCC2C3)c1O (stereo unspecified),-2.5,-2.4,5.1,5.4,4.6,1.0,1.2,1.0,7.4
Cc1nc(SCC(=O)c2ccccc2)c([N+](=O)[O-])[nH]1,-2.1,2.6,1.9,6.9,-2.2,-1.4,4.5,-5.0,8.4
CSc1nc(N)nc(SCC(=O)c2ccc(C)cc2)c1C#N,-3.7,-1.8,-0.6,52.2*,3.3,2.6,-5.1,11.0,-4.1
O=C(NCCc1ccccc1)c1cccc(N2CCCC2=O)c1,0.3,2.6,-2.7,.,2.6,-0.8,17.3,-14.8,-0.8
COc1cccc(S(=O)(=O)Nc2ccc(C(=O)NCc3ccco3)cc2)c1,1.3,-4.5,4.4,10.9,3.5,1.1,-5.6,0.0,2.6
# More compounds follow.
SMILES,M1 ag,CHRM5 PAM,CHRM5 agonist,TAAR1 ag,M5 antag,CHRM4 agonist,CHRM1 PAM,CHRM1 antagonist,CHRM4 antagonist
Cc1cccc(-c2nc3ccccc3c(=O)[nH]2)c1,-1.2,-2.6,-2.0,5.5,0.3,2.3,0.5,-0.9,2.0
CC(C)(O)C(=O)NNC(=S)Nc1ccc(F)c(Cl)c1,-8.3,-3.6,-1.3,6.5,0.0,1.2,8.3,-6.8,-1.1
Cc1cccc(NC(=O)C2CC(=O)N/C(=N/N=C/c3ccco3)S2)c1 (stereo unspecified),-1.5,4.1,1.1,3.1,-4.4,1.3,8.3,-2.9,-0.1
Cc1cnnn1-c1cccc([N+](=O)[O-])c1,-4.4,-0.7,-1.1,5.5,-1.1,0.6,9.1,-4.4,-5.8
Cc1ccc2nc(-c3ccccc3)c(Cc3cccc(Cl)c3)n2c1,-5.8,3.7,-5.1,0.8,10.1,-0.3,-5.5,3.7,1.9
CC1CCCCN1S(=O)(=O)c1ccc(C(=O)N(CCCN(C)C)c2nc3cc4c(cc3s2)OCO4)cc1 (stereo unspecified),-6.1,1.1,-7.2,12.8,-8.8,4.2,-8.1,17.1,-0.8
COc1ccc(NC(=O)CSc2nc3ccccc3nc2N2CCCC2)cc1Cl,-4.6,2.9,2.0,0.1,-6.9,0.4,-12.1,1.4,-4.5
COCCNc1nc(NCCN2CCNC2=O)c2sccc2n1,-8.6,-3.8,0.3,-0.2,0.3,0.1,11.2,-15.1,-16.8
Cc1ccccc1Cn1c(=O)sc2ccccc2c1=O,-12.7,-3.5,-7.8,-2.7,-11.1,-1.9,-7.8,-1.2,3.4
COc1ccc(-n2nc(C(=O)NCc3ccco3)c3ccccc3c2=O)cc1,-2.4,-1.0,0.4,1.6,2.0,0.2,1.4,-6.5,7.1
O=C(NCC1(c2ccccc2)CCCC1)c1ccccc1,-10.3,1.6,-2.2,1.9,-3.0,-0.5,10.4,-9.6,-1.3
CCn1cc(C(=O)NCC2CCCO2)c(=O)c2cc(F)c(N3CCN(C)CC3)cc21 (stereo unspecified),-4.7,5.3,3.0,5.6,-0.7,0.1,6.8,-12.5,-0.6
O=C(C1CC1)N1CCc2[nH]c3ccccc3c2C1,0.3,-0.8,2.6,3.2,0.6,0.8,4.9,-3.4,-0.3
COc1cc(/C=C/c2nc3ccccc3c(=O)[nH]2)cc(Cl)c1O,-2.4,-6.3,-0.9,2.5,18.5,2.7,3.6,-0.9,5.1
COc1ccc(N2Cc3ccc(OC)c(OC)c3C2=O)cc1,-1.5,-9.3,-2.8,0.1,16.1,0.0,7.8,2.6,59.8*
CCOC(=O)c1cc(-c2ccccc2)nn1CC1CC(c2cccnc2)=NO1 (stereo unspecified),0.6,-0.7,-0.9,10.9,8.3,3.8,6.4,-6.3,-7.4
CCN(CC)CCNC(=O)c1ccc(NC(=O)c2cn(-c3ccc(F)cc3)nc2-c2cccc(OC)c2)cc1,-11.3,-18.8,-7.5,7.1,66.7*,2.7,-30.9,99.3*,47.9*
Cc1nc2sc(C(=O)OC(C)C)c(N)c2c(C)c1C,-5.2,3.0,-0.6,1.3,7.3,4.6,5.3,-2.3,-6.1
CCN(CC)S(=O)(=O)c1cccc(C(=O)NC(Cc2c[nH]c3ccccc23)c2nnc3n2CCC3)c1 (stereo unspecified),-9.3,-0.9,-5.2,-0.2,0.9,0.1,4.0,-1.1,2.5
Cc1cc(=O)[nH]c(SCC(=O)NC(C)C2CC3CCC2C3)c1C#N (stereo unspecified),3.7,1.1,6.5,5.2,0.5,5.1,10.2,-11.8,-13.5
CN(C)S(=O)(=O)N1CCN(CC(=O)Nc2cc(Cl)ccc2Cl)CC1,-1.4,-9.7,0.6,4.4,12.3,11.3,-2.0,5.0,-18.1
COc1ccccc1C(=O)Nc1ccc2c(c1)nc1n2CCN(C2CCCCC2)C1,-4.2,-1.3,-1.5,1.6,11.3,2.5,-4.1,7.7,0.6
CCOc1cc(/C=C(/NC(C)=O)C(=O)O)cc(Cl)c1OCc1cccc(Br)c1,-4.9,4.9,-1.9,-0.8,5.7,-0.1,6.4,-2.9,-8.1
CCc1nnc(NC(=O)C2CC(=O)N(c3ccc(C)cc3)C2)s1 (stereo unspecified),-2.0,-1.6,1.2,5.4,-3.4,-0.7,5.8,5.0,2.8
NC(=O)c1c(NC(NC(=O)c2ccco2)(C(F)(F)F)C(F)(F)F)sc2c1CCCC2,-4.7,13.3,-3.2,0.7,-7.1,0.6,13.2,-9.9,8.0
O=C(N/N=C/c1cc(Br)c(O)c(Br)c1)C1CC1,-1.8,2.3,-0.6,3.9,4.2,0.8,8.3,-10.5,-5.2
O=C(CSc1ncc(-c2ccccc2)[nH]1)Nc1ccccc1F,-4.5,4.6,-2.4,-2.0,4.3,3.5,6.1,-9.8,9.6
N#Cc1ccc(CN2CCN(C(=O)CNS(=O)(=O)c3ccc4c(c3)OCCCO4)CC2)cc1,3.6,-9.8,2.4,4.9,6.2,4.0,13.2,-10.2,1.2

# Only part of the results is shown (hit frequency here may not be typical).
